Screening results as filed in PubChem.
RORgamma inh = ROR gamma (mouse) transcription inhibition; P51450; Drosophila S2 Gal4-RORgamma UAS-luciferase reporter, 20 h; Potency, µM (titrated, usually from 53.6 µM), inactives show at the highest dose activity change, negative = inhibition, usual class: inhibitors; 5.4% of 310,000 active; note: % is set by controls: 0 for no effect and ±100 for the full control effect; nearly all actives have a fitted effect of over 60% in size
Target sequence (P51450 whole entry, looked up, the tested form may be a part): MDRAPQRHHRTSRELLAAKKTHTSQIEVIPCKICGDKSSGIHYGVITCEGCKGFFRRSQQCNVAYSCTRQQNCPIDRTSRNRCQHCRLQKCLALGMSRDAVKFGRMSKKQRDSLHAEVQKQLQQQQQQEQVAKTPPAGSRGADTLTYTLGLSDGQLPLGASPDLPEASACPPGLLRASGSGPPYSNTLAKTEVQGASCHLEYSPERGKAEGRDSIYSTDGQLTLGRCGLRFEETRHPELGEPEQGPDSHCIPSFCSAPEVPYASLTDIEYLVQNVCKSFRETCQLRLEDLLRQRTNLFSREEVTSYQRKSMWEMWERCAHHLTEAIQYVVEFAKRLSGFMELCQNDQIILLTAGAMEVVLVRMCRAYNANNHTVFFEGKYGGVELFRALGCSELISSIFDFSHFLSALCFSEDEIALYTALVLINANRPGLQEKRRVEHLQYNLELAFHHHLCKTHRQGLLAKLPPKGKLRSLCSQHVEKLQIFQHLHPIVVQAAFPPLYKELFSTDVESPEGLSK
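ROR gamma transcriptional activity was tracked as Gal4-UAS luciferase output in stably transfected Drosophila Schneider cells, with compound added 1 hr before 700 uM copper sulfate induction and a 20 hr ambient-temperature incubation.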
Rab9 promoter act = activates the Rab9 promoter; AID 485297; Potency, µM (series often up to 9.22 µM), inactives show at the top dose activation, negative = inhibition, usual class: activators; Huh7 Rab9 promoter-luciferase reporter, luminescence, 24 h; 2.8% of 320,000 active; note: % of control where 0% means no effect; nearly all actives have a fitted effect of over 60% in size
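Using Huh7 cells stably transfected with Rab9 promoter–luciferase, compounds were incubated 24 h at 37 °C, 5% CO2; luciferase luminescence was read 10 min after reagent addition.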
NPC1 prom act = activators of NPC1 promoter; AID 485313; Huh7 NPC1 promoter luciferase reporter, 24 h; 2.4% of 320,000 active; Potency, µM (top dose mostly 9.22 µM), for inactives: top-dose activation, most hits filed as activators;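 note: % of control where 0% means no effect; nearly all actives have a fitted effect of over 60% in size; reporter is driven by a mutant NPC1 promoter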
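Stably transfected Huh7 (NPC1 promoter→luciferase), 1500 cells/well in Opti-MEM + 10% FBS, 2 h settle, then compound 24 h at 37 °C. Luminescence after 10 min with Amplite reagent.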
uPA generation = blocks generation of uPA at the cell surface | cell surface uPA generation assay, qHTS | Potency, µM (series often up to 38.3 µM), inactives show top-dose activity change, negative = inhibition, usual class: inhibitors | 0.31% of 330,000 active | AID 540303; active = well fitted inhibition curve with a large enough effect; inconclusive = small, poorly fitted or top-dose-only effect; inactive = no such curve, though single readings can be large or run the other way; tested in mouse RAW 264.7 cells; note: % is set by controls: 0 for no effect and ±100 for the full control effect; nearly all actives have a fitted effect of over 55% in size
Gal4-VP16 FLuc = counter-screen for ROR gamma inhibitors: Gal4-VP16 reporter | Drosophila S2 Gal4-VP16 UAS-luciferase, luminescence, 20 h | Potency, µM (series often up to 53.6 µM), for the others: top-dose activity, negative = inhibition, most hits filed as inhibitors | 3.5% of 310,000 active | AID 2546;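 note: Gal4-VP16 expression switched on by copper sulfate through the metallothionein promoter; % is set by controls: 0 for no effect and ±100 for the full control effect; nearly all actives have a fitted effect of over 50% in size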
FLuc counter = firefly luciferase modulation, counter-screen for miR-21 project; purified FLuc, Km substrates, luminescence inhibition; Potency, µM (titrated, usually from 57.5 µM), inactives show at the highest dose activity change, negative = inhibition, actives largely listed as inhibitors; 6.9% of 360,000 active;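 note: plate controls were vehicle for no effect and reference inhibitor for full effect; nearly all actives have a fitted effect of over 55% in size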
Target sequence (P08659 whole entry, looked up): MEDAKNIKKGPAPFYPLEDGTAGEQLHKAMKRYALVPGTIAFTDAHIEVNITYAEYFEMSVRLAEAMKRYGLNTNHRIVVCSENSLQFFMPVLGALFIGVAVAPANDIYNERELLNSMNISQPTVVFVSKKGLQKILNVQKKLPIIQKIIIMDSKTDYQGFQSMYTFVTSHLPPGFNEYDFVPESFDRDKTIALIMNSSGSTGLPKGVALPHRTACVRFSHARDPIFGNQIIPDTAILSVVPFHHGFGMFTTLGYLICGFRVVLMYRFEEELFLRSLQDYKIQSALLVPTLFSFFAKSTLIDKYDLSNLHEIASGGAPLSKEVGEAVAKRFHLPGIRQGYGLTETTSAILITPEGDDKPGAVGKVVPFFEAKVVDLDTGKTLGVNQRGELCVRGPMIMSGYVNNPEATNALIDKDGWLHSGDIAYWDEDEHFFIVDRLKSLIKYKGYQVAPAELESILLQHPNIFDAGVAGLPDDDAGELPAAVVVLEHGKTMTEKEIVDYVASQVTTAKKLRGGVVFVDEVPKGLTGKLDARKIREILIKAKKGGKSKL
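Purified P. pyralis luciferase, 10 nM final, with Km-level 10 uM D-luciferin and 10 uM ATP in 50 mM Tris acetate pH 7.5, 10 mM Mg acetate, 0.01% Tween-20, 0.05% BSA; 6-point qHTS titration about 60 µM downward; luminescence read.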
p53 reactivator = re-activators of mutant p53; Potency, µM (doses to about 92.2 µM), without a hit: at the top dose activity change, positive = activation, hits mostly activators; 0.063% of 320,000 active; H1299 p53-A138V BP100-luciferase reporter, luminescence, 24 h; note: % of control where 0% means no effect; nearly all actives have a fitted effect of over 45% in size
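H1299 (p53-null), stable ts p53-A138V + BP100-Luc; 1000 cells/well, Opti-MEM/10% FBS; cpd 4 pt, 1:5; 24 h, 37 deg C, 5% CO2; detection reagent 10 min RT; luminescence.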
ELG1 genotoxic = induces genotoxicity in HEK293T cells with luciferase-tagged ELG1. HEK293T ELG1-luciferase reporter, luminescence, 16 h. 1.3% of 330,000 active. Potency, µM (highest dose often 46 µM), inactives show top-dose activity change, positive = activation, hits mostly activators; note: % of control where 0% means no effect; nearly all actives have a fitted effect of over 60% in size
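Quantitative HTS format in 1536-well plates. HEK293T ELG1-luciferase reporter cells receive test compound and are incubated 16 hr at 37 °C, 5% CO2; ONE-Glo added, 30 min room temperature, then luminescence read.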
MBNL1-CUG inh = inhibitors of human MBNL1 binding to CUG repeat RNA; 0.036% of 280,000 active; AID 2675; TR-FRET MBNL1-His/biotin-(CUG)12 binding, 665/545 ratio; Potency, µM (doses to about 57.5 µM), for the others: top-dose activity change, negative = inhibition, actives largely listed as inhibitors; Q9NR56; active = well fitted inhibition curve with a large enough effect in the signal ratio, with a control signal flat, not every such curve was filed as active; inconclusive = small, poorly fitted or top-dose-only effect, or effect the other way, or a change in a side signal; inactive = no such curve, though single readings can be large or run the other way; the % refers to the signal ratio; note: % is set by controls: 0 for no effect and ±100 for the full control effect
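Inhibition of protein-RNA binding appears as loss of TR-FRET between terbium anti-His antibody on MBNL1-His and streptavidin-XL665 on biotin-(CUG)12. Activity is normalized to buffer-only and uninhibited-complex controls.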
BRCA1 expr act = increases BRCA1 expression | 1.1% of 380,000 active | MCF7-BRCA1-FFLuc reporter, luminescence, 48 h; response scale: scaled: vehicle 0%, 10 µM genistein 100% | Potency, µM (titrated, usually from 46.1 µM), for inactives: top-dose activation, most hits filed as activators | AID 624202; note: nearly all actives have a fitted effect of over 80% in size; some results filed as inactive show a strong effect at the top dose
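Luminescence from a BRCA1-driven firefly luciferase in MCF7 cells was read after 48 h compound exposure at 37 C. Data normalized against DMSO and a 10microM genistein activation control, then curve-fitted across the titration.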
* = called active by the depositor; u = inconclusive; x = not tested or not shown; [ ] = dose if it differs, or a comment. Unless noted, calls come from the whole dose curve; as a rule, active = well fitted curve in the direction sought with a large enough effect; inconclusive = small, poorly fitted or top-dose-only effect, or another doubt; inactive = no such curve, though single readings can be large; an effect the other way counts as inactive or inconclusive. Potency is the fitted concentration of half-maximal effect.

SMILES	RORgamma inh	Rab9 promoter act	NPC1 prom act	uPA generation	Gal4-VP16 FLuc	FLuc counter	p53 reactivator	ELG1 genotoxic	MBNL1-CUG inh	BRCA1 expr act
CC(=O)c1ccc(CCCCCCCCCC(=O)O)s1	-34%	-4%	-1%	2%	1%	u	-1%	0%	-6%	-21%
Cc1ccc(/C=N/N2CCN(c3ccncc3S(=O)(=O)N3CCCCC3)CC2)cc1	1%	-8%	-5%	0%	-1%	5%	-3%	-3%	-9%	1%
CCOC(=O)Cn1ccc(NC(=O)c2ccc3c(c2)OCO3)n1	2%	-2%	1%	u	-1%	u	u	-1%[9.26 µM]	2%	-39%
O=C(Nc1ccc(N2CCCC2)c(Cl)c1)c1ccccc1[N+](=O)[O-]	34%	u	14%	14%	0%	u	u	4%	16%	42%
CCC1CCCCN1C(=O)NC(=O)c1ccccc1 (stereo unspecified)	-39%	-3%	1%	6%	-13%	1%	25%	3%	-5%	7%
COc1ccccc1N1CCN(C(=O)C(OC(C)=O)c2ccccc2)CC1 (stereo unspecified)	-5%	-4%	0%	4%	-3%	1%	-6%	-2%	-3%	-53%
O=C(NN=Cc1ccccc1OC(F)F)c1ccc(NS(=O)(=O)c2cccs2)cc1	x	x	x	-1%	x	x	11%	0%	x	-84%
COCCNC(=O)C(=O)NCC(c1ccc2c(c1)OCO2)N1CCN(c2ccc(F)cc2)CC1 (stereo unspecified)	0%	4%	-1%	-5%	-7%	1%	-4%	-3%	-10%	8%
COC(=O)C1=C(C)N(Cc2ccccc2)C(=NCCCCO)N[C@H]1CCc1ccccc1	-2%	0%	-3%	-8%	-2%	0%	13%	-5%	-12%	0%
CCOc1cc(CNCCc2c[nH]c3ccccc23)cc(Cl)c1OCC(N)=O	u	-5%	0%	-9%	u	0%	-3%	-10%	-8%	4%
COc1ccccc1/C=C/C(=O)NNC(=O)c1cc(C)oc1C	x	3%	4%	2%	x	-7%	-1%	1%	x	5%
O=C(NCC(O)CO)c1ccc2[nH]c3ccccc3c2c1 (stereo unspecified)	6%	0%	-4%	-4%	-14%	u	-5%	0%	u	13%
CCC(=O)c1ccc(N2CCCCC2)c(F)c1	18%	0%	-5%	13%	0%	1%	3%	-5%	1%	49%
CC1(c2ccccc2)NC(=O)N(CC(=O)Nc2ccc(N3CCOCC3)cc2)C1=O (stereo unspecified)	x	x	x	15%	x	x	0%	2%	x	14%
NC1=NC[C@H](Cc2ccc(O)cc2)N1CCc1cccc2ccccc12	1%	-4%	-5%	-2%	-10%	1%	-3%	1%	1%	-19%
N#C/C(=C\c1ccc[nH]1)C(=O)NCC1CCCO1 (stereo unspecified)	8%	20%	2%	0%	-22%	-13%	4%	4%	u	87%
Cc1ccc(C(=O)N/C(=C/c2ccco2)C(=O)Nc2cccc(C)c2)cc1	30%	-3%	6%	-11%	2%	u	6%	6%	16%	6%
CC(=O)NC1=NN(C(C)=O)C(C)(c2cccnc2)S1 (stereo unspecified)	-34%	2%	-2%	-2%	0%	-2%	1%	1%	0%	-26%
COc1ccc(-n2c(-c3ccc(Br)cc3)nc(=S)c3c2CCCC3)cc1	7.9µM*	-5%	-1%	-5%	10µM*	4%	-11%	-10%	31%[activator]	-23%
CCn1c(=O)cc(SCC(=O)N2CCN(Cc3ccc4c(c3)OCO4)CC2)c2ccccc21	21%	-4%	1%	x	8%	u	-3%	-1%	-24%	-50%
O=C1CC2(CCN(C(=O)c3ccc(Br)cc3)CC2)Oc2ccccc21	x	0%	-2%	-28%	x	5%	1%	-4%	x	-32%
CS(=O)(=O)N1CCN(c2ccc(NC(=O)C(c3ccccc3)c3ccccc3)cc2)CC1	u	-12%	2%	3%	0%	3%	5%	1%	-30%	-2%
O=C(O)CCSc1ncnc2sc(-c3ccccc3)cc12	1.8µM*	-27%	-23%	-1%	5µM*	21µM*	-12%	-7%	x	-85%
Cn1ncc2c(N3CCC(Cc4ccccc4)CC3)ncnc21	11%	-6%	-1%	-2%	6%[10 µM]	2%	9%	-9%	4%	-22%
COc1ccc(C(=O)NCc2cccs2)cc1S(=O)(=O)N1CCOCC1	38%	6%	5%	-2%	-22%	-2%	-1%	-2%	-5%	-8%
Cn1nc([N+](=O)[O-])c(C(C#N)c2nc3ccccc3n2C)c(Cl)c1=O (stereo unspecified)	-21%	-4%	1%	-2%	-3%	2%	-5%	-5%	u	-45%
Cc1ccc2[nH]c(=O)c(CC=C(Cl)Cl)c(C)c2c1	40%	-7%	-1%	1%	0%	3%	-5%	0%	u	-2%
Cc1ccc(/C=N/N2CCN(Cc3ccccc3)CC2)cc1	u	2%	21%	-2%	5%	u	11%	0%	-5%	66%
COc1cc(OC)c(N(C)S(=O)(=O)c2cccc(C(=O)OCC(=O)N3CCOCC3)c2)cc1Cl	x	x	x	0%	x	x	-1%	0%	x	-11%
COc1cccc(Oc2cncnc2-c2ccc(OC)cc2O)c1	-23%	3%	5%	7%	13%	3%	-3%	-1%	1%	-22%
c1nc(N2CCC3(CC2)OCCO3)c2[nH]cnc2n1	5%	-7%	-1%	-3%	-4%	-1%	7%	5%	-7%	19%
CCNC(=S)NNC(=O)c1csc2c1CCC(C)C2 (stereo unspecified)	u	9%	11%	-5%	-27%	-3%	2%	-1%	-9%	19%
COc1ccc(C(C)=O)cc1COc1ccc(-n2cnnn2)cc1	-1%	-2%	3%	-4%	3%	-2%	-10%	2%	0%	-16%
CC1(C)CC(=O)C(Sc2nnc(-c3ccc(O)cc3)n2CC2CCCO2)C(=O)C1 (stereo unspecified)	-11%	-2%	-5%	-5%	-2%	8%	3%	7%	10%	9%
O=C1C=C(N2CCCCC2)C2(CCCCC2)O1	-10%	-5%	-7%	-9%	11%	0%	-1%	-2%	-8%	-2%
Cc1ccsc1C(=O)OCC(=O)NCCc1ccccc1	x	x	x	5%	x	x	-2%	11%	x	u
CCOc1ccc(NS(=O)(=O)c2ccc(OCC(=O)NCCCOC)cc2)cc1	2%	-5%	-2%	x	13%	1%	1%	-6%	-5%	2%
Cc1ccc(C(=O)Nc2nc(C)c(C(=O)N(C)C)s2)o1	0%	u	29%	-15%	0%	u	u	u	3%	70%
Cc1nn2c(=O)cc(CSc3ccccc3NC(=O)c3ccccc3)nc2s1	6%	2%	-5%	1%	1%	0%	7%	2%	6%	17%
Cn1cccc1Cc1nnc(SCC(=O)NCCc2ccccc2)n1-c1ccc(F)cc1	9%	-2%	0%	1%	5%	0%	-1%	-3%	3%	-3%

A second format for some results above:
Each structure is followed by: RORgamma inh, Rab9 promoter act, NPC1 prom act, uPA generation, Gal4-VP16 FLuc, FLuc counter, p53 reactivator, ELG1 genotoxic, MBNL1-CUG inh, BRCA1 expr act
CCNC(=S)NNC(=O)c1csc2c1CCC(C)C2 (stereo unspecified)
    u, 9%, 11%, -5%, -27%, -3%, 2%, -1%, -9%, 19%
COc1ccc(C(C)=O)cc1COc1ccc(-n2cnnn2)cc1
    -1%, -2%, 3%, -4%, 3%, -2%, -10%, 2%, 0%, -16%

Additional structures follow:
SMILES	RORgamma inh	Rab9 promoter act	NPC1 prom act	uPA generation	Gal4-VP16 FLuc	FLuc counter	p53 reactivator	ELG1 genotoxic	MBNL1-CUG inh	BRCA1 expr act
O=c1[nH]c(O)c(/C=C2\C=Nc3ccccc32)[nH]1	31%	1%	-8%	u	-7%	u	6%	u	u	-29%
CCOC(=O)C1(Cc2ccccc2Cl)CCN(C(=O)CCn2ccnc2C)CC1	-1%	u	22%	5%	u	19µM*	u	5%	-2%	12%
Cc1cc(C(=O)COc2ccc(Cl)cc2Br)c(C)n1C	29%	u	28%	-8%	-19%	21µM*	-5%	10%	-4%	56%
O=C(CSCc1ccccc1Cl)Nc1c[nH]c(=O)[nH]c1=O	33%	-1%	-4%	17%	-2%	6%	-6%	1%	x	7%
CCOc1ccc(N2CC(C(=O)OCC(=O)c3ccc(OC)cc3)CC2=O)cc1 (stereo unspecified)	-25%	-7%	-6%	0%	-8%	-22%	19%	0%	-1%	12%
CCc1nc(Nc2ccccc2OC)c2oc3ccccc3c2n1	u	-3%[1.84 µM]	-1%	-7%	0%	-3%	-2%	-10%	-4%	-3%
CC1CC(C)CN(S(=O)(=O)c2cc3c4c(c2)CCC(=O)N4CCC3)C1 (stereo unspecified)	x	0%	-2%	4%	x	0%	2%	-2%	x	-2%
Cc1ccc(-c2cc(C(=O)N3CCc4ccccc4C3)[nH]n2)cc1C	1µM*	-1%	13%	-2%	-4%	-11%	7%	14%	-7%	17%
C=CCNc1nc2ccccc2nc1NS(=O)(=O)c1cccs1	11%	-11%	8%	-2%	-2%	0%	-6%	1%	-3%	-25%
Clc1ccc2nc(CN3CCCc4ccccc43)cn2c1	u	-2%	0%	4%	u	u	u	1%	u	-21%
Cc1cccc(N(CC(=O)N/N=C/c2ccccc2C(=O)O)S(C)(=O)=O)c1C	-13%	1%	2%	14%	-5%	-1%	-2%	-1%	-10%	3%
COc1cccc(-n2c(CNc3ccc(F)cc3)nnc2SCC(N)=O)c1	21%	2%	2%	-3%	3%	4%	0%	0%	-3%	-10%
COC(=O)c1cccc(Nc2nc(-c3cccnc3)nc3ccccc23)c1	2%	-6%	-4%	-4%	-3%	-1%	-2%	-11%	-6%	-35%
CS(=O)(=O)c1ccc2nc(NC(=O)C3CCCCC3)sc2c1	u	14%	11%	1%	12%	-27%	u	0%	12%	59%
Cc1cccc(NC(=S)N(c2ccccc2)C(C)C)c1C	14µM*	-2%	4%	-3%	25µM*	-2%	6%	0%	u	0%
